m-calpain inh – blocks pig calpain II enzyme activity. purified calpain II, fluorogenic peptide substrate, 30 min. inhibition, % at 16 µM. AID 1236. 220,000 tested, 0.37% active;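 active = inhibition above about 50%, limit read from the data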
PERK inhibitor – inhibitors of human PERK kinase; inhibition, % at 5.6 µM; CHO PERK-DD fusion, SEAP luminescence translation reporter; Q9NZJ5; 220,000 tested, 0.17% active;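 active = inhibition above the mean inhibition of all tested compounds plus 3 SD, set separately per screening campaign, cut at about 2.9% in these data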;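 note: PERK kinase domain activated by AP20187 dimerizer at 100 nM; 0% = DMSO with dimerizer and 100% = rapamycin at 8.4 µM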
Rad51 HR inh – blocks human Rad51 in homologous recombination | 200,000 tested, 0.085% active | hRad51 DNA strand exchange, fluorescence dequenching | Q06609 | AID 1385 | inhibition, % at 10 µM;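 active = inhibition above 40% at the single screening dose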;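 note: 0% = DMSO control wells and 100% = blanks with heterologous ssDNA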
Target sequence (Q06609 whole entry, looked up): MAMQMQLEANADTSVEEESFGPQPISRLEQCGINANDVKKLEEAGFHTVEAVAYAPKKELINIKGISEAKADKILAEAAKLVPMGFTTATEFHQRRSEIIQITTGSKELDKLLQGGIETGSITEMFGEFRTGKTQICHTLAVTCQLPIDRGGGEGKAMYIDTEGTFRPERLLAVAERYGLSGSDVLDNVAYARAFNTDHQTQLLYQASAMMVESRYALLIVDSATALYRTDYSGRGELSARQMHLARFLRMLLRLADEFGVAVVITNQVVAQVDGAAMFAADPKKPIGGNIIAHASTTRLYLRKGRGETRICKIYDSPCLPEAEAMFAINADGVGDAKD
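Material: hRad51 filaments on single-stranded DNA; Reagent: Donor/quencher-labelled 47-bp dsDNA substrate; Compound: 10 µM final, single point; Schedule: 37 °C 15-min filament assembly, 30-min compound preincubation, 15-min exchange; Technique: FRET fluorescence, excitation 485 nm, emission 520 nm; Benchmarks: control wells and blank wells on each plate.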
EBV gp42 block – inhibitors of Epstein-Barr virus glycoprotein 42 | Q1HVG2 | 220,000 tested, 0.42% active | inhibition, % (tested at 21.74 µM) | Fluorescence polarization binding assay, mP read-out; in the data active = inhibition above about 50%
Target sequence (Q1HVG2 whole entry, looked up): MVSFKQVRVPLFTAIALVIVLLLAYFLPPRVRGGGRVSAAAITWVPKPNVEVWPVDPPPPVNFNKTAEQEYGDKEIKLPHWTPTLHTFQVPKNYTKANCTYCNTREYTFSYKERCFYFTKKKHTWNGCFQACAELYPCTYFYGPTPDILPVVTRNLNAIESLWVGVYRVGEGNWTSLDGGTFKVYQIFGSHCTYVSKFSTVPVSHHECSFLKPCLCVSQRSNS
KCC2 mod – KCC2 (human) Cl- transport modulation | Q9H2X9 | KCC2 cells, thallium flux FluoZin-2 fluorescence | B-score of Tl+ flux slope (higher = more flux/activation; lower = inhibition) at 10 µM | 190,000 tested, 2.2% active;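 active = thallium flux slope and its plate-corrected score both differing from the plate sample mean at a set confidence after two filtering rounds, in either direction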;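 note: slope of fluorescence scaled to starting intensity during 10 to 20 s after thallium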
zVAD death inh – blocks zVAD induced death of L929 cells; L929 zVAD necroptosis rescue, ATP luminescence, 24 h; with zVAD 60 µM; viability rescue, % at 10 µM; 220,000 tested, 0.38% active;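 active = activation, scaled between plate controls, above about 75%, limit read from the data; inactive = activation under that limit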;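 note: 0% = zVAD with DMSO and 100% = DMSO alone without zVAD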
Mdm2 ligase inh – Mdm2 E3 ligase (human) inhibition; cell-based MDM2 ubiquitination luciferase reporter, 2 h; 0 = plate control, 100 = twice control, blank-subtracted; signal enhancement, % at 5 µM; AID 1230; Q00987; 210,000 tested, 0.11% active;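 active = signal enhancement of 30% or more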;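 note: luminescence tracks abundance of the self-degrading MDM2-luciferase fusion protein; higher signal means inhibition of MDM2 E3 ligase activity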
Target sequence (Q00987 whole entry, looked up, the tested form may be a part): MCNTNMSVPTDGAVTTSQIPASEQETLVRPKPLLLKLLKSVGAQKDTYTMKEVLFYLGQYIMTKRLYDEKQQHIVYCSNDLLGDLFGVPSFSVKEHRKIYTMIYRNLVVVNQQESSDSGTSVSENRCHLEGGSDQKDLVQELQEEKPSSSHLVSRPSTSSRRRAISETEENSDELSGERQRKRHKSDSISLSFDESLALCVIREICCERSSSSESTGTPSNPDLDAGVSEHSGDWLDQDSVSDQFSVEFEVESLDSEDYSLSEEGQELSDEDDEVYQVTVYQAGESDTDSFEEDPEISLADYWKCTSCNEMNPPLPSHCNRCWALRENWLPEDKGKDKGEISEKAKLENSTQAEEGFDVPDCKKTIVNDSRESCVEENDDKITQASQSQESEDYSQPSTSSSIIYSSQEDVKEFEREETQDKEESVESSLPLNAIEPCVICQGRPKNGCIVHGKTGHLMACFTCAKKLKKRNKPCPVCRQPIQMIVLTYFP
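Assay system: mammalian cells stably expressing self-ubiquitinating, self-degrading MDM2 E3–luciferase fusion. Quantity: 2000 cells in each well. Medium: DMEM culture medium. Compound dosing: single-point 5 µM. Timing: cell settling 4 h, compound treatment 2 h, both 37 °C. Technique: luciferase luminescence. Read-out basis: percent signal gain over controls, blank-subtracted. Benchmarks: plate controls and plate blanks.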
TNF death inh – TNF-alpha cell death inhibition in Jurkat FADD-/- cells; Jurkat FADD-/- TNF necroptosis rescue, ATP luminescence, 24 h; 0 = TNF only, 100 = no-TNF cells; activation (protection from cell death), % at 10 µM; 220,000 tested, 0.068% active;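 active = activation, meaning protection from cell death, of at least 50% relative to plate controls; inactive = activation below 50%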;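 note: necroptosis triggered by 40 ng/mL TNF-alpha added together with compound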
eIF4E 4G PPI – blocks eIF4E binding to eIF4G. inhibition, % at 21.7 µM. P63073+Q04637. TR-FRET eIF4E-eIF4GI(517-606) binding, 2 h. 220,000 tested, 0.37% active;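 active = inhibition above about 30%, limit read from the data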;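 note: 0% = full FRET control wells and 100% = background wells lacking eIF4GI fragment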
Active calls of the source: *; [ ] = dose if it differs, or a comment.

`CNC(=S)N1N=C(c2ccc(C)cc2)CC1c1cc(OC)ccc1OC` (centres undefined) gave m-calpain inh -11, PERK inhibitor 1.2, Rad51 HR inh -5, EBV gp42 block -8, KCC2 mod -0.067, zVAD death inh 0.3, Mdm2 ligase inh -1, TNF death inh -4.4 and eIF4E 4G PPI 3.
`CCOC(=O)C1CC(=O)c2cc(OC)c(OC)cc2C1` (centres undefined) gave m-calpain inh -50, PERK inhibitor 1.6, Rad51 HR inh -10, EBV gp42 block -12, KCC2 mod 0.14, zVAD death inh 0.2, Mdm2 ligase inh -10, TNF death inh 2.3 and eIF4E 4G PPI 0.
Cc1cccc(NC(=O)c2ccccc2NC(=O)C(C)(C)C)n1 was read as m-calpain inh 20, PERK inhibitor -0.6, Rad51 HR inh -5, EBV gp42 block 3, KCC2 mod -0.64, zVAD death inh 0.5, Mdm2 ligase inh -13, TNF death inh -3.8 and eIF4E 4G PPI -3.
For CCCCCN1C2=NCCN2c2ccccc21 the results were m-calpain inh -15, PERK inhibitor -1.3, Rad51 HR inh 6, EBV gp42 block -13, KCC2 mod 1.3, zVAD death inh -1.9, Mdm2 ligase inh -7, TNF death inh 1.3 and eIF4E 4G PPI 3.
For COc1ccc(OC)c(Nc2nc(-c3cccs3)cs2)c1 the results were m-calpain inh 13, PERK inhibitor -0.1, Rad51 HR inh 1, EBV gp42 block 7, KCC2 mod 2.9, zVAD death inh 0.8, Mdm2 ligase inh -10, TNF death inh -1.1 and eIF4E 4G PPI -4.
Screening CCOC(=O)c1c(C)[nH]c(C)c1C(=O)CSc1ncccn1 returned m-calpain inh 7, PERK inhibitor 0.1, Rad51 HR inh -3, EBV gp42 block -30, KCC2 mod 0.69, zVAD death inh 0.5, TNF death inh -0.3 and eIF4E 4G PPI 5.
For COc1cccc(NC(=O)CSc2nccn2-c2cccc(OC)c2)c1 the results were m-calpain inh -14, PERK inhibitor 0.1, Rad51 HR inh -11, EBV gp42 block -11, KCC2 mod -0.0026, zVAD death inh 3.3, Mdm2 ligase inh -2, TNF death inh -0.1 and eIF4E 4G PPI 14.
For Cc1ccc(C(=O)CCC(=O)Nc2cccc(C(F)(F)F)c2)cc1 the results were m-calpain inh -6, PERK inhibitor 1.4, Rad51 HR inh 1, EBV gp42 block -5, KCC2 mod 0.01, zVAD death inh 0.5, Mdm2 ligase inh -5, TNF death inh -1.9 and eIF4E 4G PPI 0.
For COc1cc(CNCc2ccccn2)ccc1OCc1ccc(Cl)cc1 the results were m-calpain inh 12, PERK inhibitor -0.5, Rad51 HR inh -1, EBV gp42 block 3, KCC2 mod -0.5, zVAD death inh 2.1, Mdm2 ligase inh -10, TNF death inh -0.8 and eIF4E 4G PPI 3.
`CCN(CC)c1ccc(NS(=O)(=O)c2ccc3c(c2)oc(=O)n3C)c(C)c1` gave m-calpain inh 0, PERK inhibitor -0.2, Rad51 HR inh -2, EBV gp42 block 0, KCC2 mod 1.2, zVAD death inh -0.3, Mdm2 ligase inh -12, TNF death inh -3.5 and eIF4E 4G PPI -2.
For O=C(Nc1cc(F)ccc1F)C1CCCO1 (centres undefined) the results were m-calpain inh -13, PERK inhibitor -0.4, Rad51 HR inh 6, EBV gp42 block 2, KCC2 mod 0.7, zVAD death inh -0.8, Mdm2 ligase inh -26, TNF death inh 1.3 and eIF4E 4G PPI 1.
Screening CCOC(=O)c1cccc(Nc2nc(-c3cccnc3)nc3ccccc23)c1 returned m-calpain inh -24, PERK inhibitor -0.7, EBV gp42 block -11, KCC2 mod -0.34, zVAD death inh 6.0, Mdm2 ligase inh -29, TNF death inh -14 and eIF4E 4G PPI 3[fluorescence artefact?].
`O=C(NCc1ccco1)c1cc(-c2ccccc2)on1` gave m-calpain inh 2, PERK inhibitor 0.6, Rad51 HR inh -3, EBV gp42 block -23, zVAD death inh 0.7, Mdm2 ligase inh -8, TNF death inh -5.8 and eIF4E 4G PPI -2.
Screening Cc1nnc(SCC(=O)Nc2c(C)n(C)n(-c3ccccc3)c2=O)n1Cc1ccccc1 returned m-calpain inh -16, PERK inhibitor -0.2, Rad51 HR inh 15, EBV gp42 block 4, KCC2 mod 0.19, zVAD death inh 2.1, Mdm2 ligase inh -14, TNF death inh 1.3 and eIF4E 4G PPI 3.
`O=C(NCCCN1CCc2ccccc2C1)C1CCN(S(=O)(=O)N2CCC3(CC2)OCCO3)CC1` gave m-calpain inh 10, PERK inhibitor 0.3, Rad51 HR inh 2, EBV gp42 block -9, KCC2 mod -0.05, zVAD death inh -1.1, Mdm2 ligase inh -24, TNF death inh -1.0 and eIF4E 4G PPI 0.
For O=C(NCc1ccccc1)c1cc(S(=O)(=O)N2CCCCC2)ccc1N1CCOCC1 the results were m-calpain inh -2, PERK inhibitor 0.1, Rad51 HR inh 5, EBV gp42 block -11, KCC2 mod -0.54, zVAD death inh 1.6, Mdm2 ligase inh -18, TNF death inh 2.0 and eIF4E 4G PPI -1.
`Cc1cc(-c2ccccc2)n(-c2ccc(C(=O)NC(C)C)cc2)n1` gave m-calpain inh 13, PERK inhibitor 0.6, Rad51 HR inh -3, EBV gp42 block 10, KCC2 mod 0.16, zVAD death inh -0.1, Mdm2 ligase inh -8, TNF death inh -5.0 and eIF4E 4G PPI 8.
CC(C)c1nnc(SCC(=O)NCCC2=CCCCC2)n1N was read as m-calpain inh -47, PERK inhibitor 0.1, Rad51 HR inh 3, EBV gp42 block 15, KCC2 mod 0.29, zVAD death inh 0.1, Mdm2 ligase inh 9, TNF death inh 0.2 and eIF4E 4G PPI 2.
Screening CC1CCCCN1C(=O)c1ccccc1NC(=O)c1ccco1 (centres undefined) returned m-calpain inh 7, PERK inhibitor 0.5, Rad51 HR inh -7, EBV gp42 block -5, KCC2 mod -0.083, zVAD death inh 1.5, Mdm2 ligase inh -19, TNF death inh 0.5 and eIF4E 4G PPI 3.
For COCC(C)n1c(C)cc(C(=O)Cn2c(=O)oc3ccccc32)c1C (centres undefined) the results were m-calpain inh 4, PERK inhibitor -0.3, EBV gp42 block -7, KCC2 mod -0.5, zVAD death inh 0.1, Mdm2 ligase inh -3, TNF death inh -0.5 and eIF4E 4G PPI 8.

The list goes on, overlapping the part above by 3 compounds.
CC(C)c1nnc(SCC(=O)NCCC2=CCCCC2)n1N was read as m-calpain inh -47, PERK inhibitor 0.1, Rad51 HR inh 3, EBV gp42 block 15, KCC2 mod 0.29, zVAD death inh 0.1, Mdm2 ligase inh 9, TNF death inh 0.2 and eIF4E 4G PPI 2.
Screening CC1CCCCN1C(=O)c1ccccc1NC(=O)c1ccco1 (centres undefined) returned m-calpain inh 7, PERK inhibitor 0.5, Rad51 HR inh -7, EBV gp42 block -5, KCC2 mod -0.083, zVAD death inh 1.5, Mdm2 ligase inh -19, TNF death inh 0.5 and eIF4E 4G PPI 3.
For COCC(C)n1c(C)cc(C(=O)Cn2c(=O)oc3ccccc32)c1C (centres undefined) the results were m-calpain inh 4, PERK inhibitor -0.3, EBV gp42 block -7, KCC2 mod -0.5, zVAD death inh 0.1, Mdm2 ligase inh -3, TNF death inh -0.5 and eIF4E 4G PPI 8.
For COc1ccc(Cc2nc(-c3ccccc3)no2)cc1 the results were m-calpain inh 9, PERK inhibitor 0.3, Rad51 HR inh -4, EBV gp42 block -16, KCC2 mod 0.29, zVAD death inh -0.1, Mdm2 ligase inh -18, TNF death inh 0.6 and eIF4E 4G PPI -10.
CSc1ncccc1C(=O)OCC(=O)Nc1cc(C(F)(F)F)ccc1N1CCOCC1 was read as m-calpain inh 21, PERK inhibitor -0.1, Rad51 HR inh 0, EBV gp42 block 10, KCC2 mod 0.081, zVAD death inh 1.0, Mdm2 ligase inh -23, TNF death inh 0.2 and eIF4E 4G PPI 2.
Screening O=C(NNC(=S)Nc1ccccc1)Nc1ccccc1 returned m-calpain inh 28, PERK inhibitor 2.4, Rad51 HR inh -2, EBV gp42 block -10, KCC2 mod -1.1, zVAD death inh 0.6, Mdm2 ligase inh -25, TNF death inh 0.2 and eIF4E 4G PPI 4.
For O=C(COC(=O)C1CCN(S(=O)(=O)c2cccs2)CC1)Nc1ccccc1Br the results were m-calpain inh -5, PERK inhibitor 0.4, Rad51 HR inh -7, EBV gp42 block -4, KCC2 mod -0.62, zVAD death inh 2.2, Mdm2 ligase inh 0, TNF death inh 0.5 and eIF4E 4G PPI -2.
For COc1ccc(CC(=O)O/N=C(\N)Cc2cccc3ccccc23)cc1 the results were m-calpain inh 24, PERK inhibitor 0.5, EBV gp42 block -56, KCC2 mod 0.71, zVAD death inh 1.3, TNF death inh 2.3 and eIF4E 4G PPI 3.
`Cc1ccc(C(=O)NNC(=O)c2ccc(C)cc2)cc1` gave m-calpain inh -12, PERK inhibitor 0.6, Rad51 HR inh -5, EBV gp42 block 4, KCC2 mod -0.97, zVAD death inh 0.6, Mdm2 ligase inh -3, TNF death inh -0.3 and eIF4E 4G PPI -2.
For Cc1nn(-c2ccccc2)c(Cl)c1/C=N/NC(=O)CNc1n[nH]c(=O)[nH]c1=O the results were m-calpain inh 16, PERK inhibitor 0.2, Rad51 HR inh -4, EBV gp42 block 5, KCC2 mod -0.52, zVAD death inh 1.6, Mdm2 ligase inh -2, TNF death inh -0.4 and eIF4E 4G PPI 1.
COc1cc(OC)cc(-c2cc3nc(C)c(CCC(=O)O)c(C)n3n2)c1 was read as m-calpain inh -122, PERK inhibitor 0.0, Rad51 HR inh -2, EBV gp42 block -7, KCC2 mod -0.069, zVAD death inh 1.1, Mdm2 ligase inh -28, TNF death inh 1.2 and eIF4E 4G PPI -3.
`S=C(NC1CCCCC1)N1CCc2[nH]c3ccccc3c2C1` gave m-calpain inh -18, PERK inhibitor -0.7, Rad51 HR inh 13, EBV gp42 block -4, KCC2 mod 1.3, zVAD death inh 17, Mdm2 ligase inh -3, TNF death inh 5.2 and eIF4E 4G PPI 0.
For CCS(=O)(=O)N1CCN(Cc2nc3ccccc3c(=O)[nH]2)CC1 the results were m-calpain inh 17, PERK inhibitor -0.4, Rad51 HR inh -4, EBV gp42 block -22, KCC2 mod -0.24, zVAD death inh -0.5, Mdm2 ligase inh -19, TNF death inh 1.8 and eIF4E 4G PPI -4[fluorescence artefact?].
For CC(=O)Cn1nnc2sc3c(c2c1=O)CCC(C(C)(C)C)C3 (centres undefined) the results were m-calpain inh 10, PERK inhibitor 0.8, Rad51 HR inh -2, EBV gp42 block -8, KCC2 mod -1.7, zVAD death inh 1.9, Mdm2 ligase inh 6, TNF death inh -1.6 and eIF4E 4G PPI 0.
For CCOC(=O)c1c(C)c(C(=O)NC2CCCCC2)c(C)n1CC the results were m-calpain inh 6, PERK inhibitor -0.4, EBV gp42 block -14, KCC2 mod 0.74, zVAD death inh 0.4, Mdm2 ligase inh -5, TNF death inh 1.9 and eIF4E 4G PPI -9.
COc1ccc(N=Nc2nc3ccc(Br)cc3n2C)cc1 was read as m-calpain inh -5, PERK inhibitor -0.2, EBV gp42 block 51*, zVAD death inh -0.3, Mdm2 ligase inh -33, TNF death inh -10 and eIF4E 4G PPI 4.

High-throughput results from PubChem BioAssay.
